Screening data from PubChem.
STK33 inh: inhibitors of human STK33 kinase; Q9BYT3; purified STK33, MBP phosphorylation, ADP-Glo luminescence; inhibition, % at 10 µM; 320,000 compounds, 0.073% hits; AID 2661;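 active = inhibition at or above 25%, using the most active replicate where run in duplicate; inactive = inhibition below 25%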
Target sequence (Q9BYT3 whole entry, looked up): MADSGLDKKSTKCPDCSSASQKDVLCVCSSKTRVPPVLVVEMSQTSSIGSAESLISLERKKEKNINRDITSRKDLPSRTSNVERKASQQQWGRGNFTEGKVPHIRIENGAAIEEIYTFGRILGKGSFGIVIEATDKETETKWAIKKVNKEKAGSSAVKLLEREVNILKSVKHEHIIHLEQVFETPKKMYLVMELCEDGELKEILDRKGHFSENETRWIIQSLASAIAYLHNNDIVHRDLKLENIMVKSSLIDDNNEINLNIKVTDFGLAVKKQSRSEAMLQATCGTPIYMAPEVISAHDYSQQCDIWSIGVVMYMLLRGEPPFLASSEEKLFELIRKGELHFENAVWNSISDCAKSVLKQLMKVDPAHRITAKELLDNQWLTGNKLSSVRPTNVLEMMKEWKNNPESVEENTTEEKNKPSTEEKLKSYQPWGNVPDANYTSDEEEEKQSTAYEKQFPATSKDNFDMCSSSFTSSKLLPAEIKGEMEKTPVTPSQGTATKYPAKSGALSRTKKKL
* marks the source's active call; other numbers are inactive results. A portion of the library; the hit share may differ from the screen's.

SMILES	STK33 inh
CN(Cc1ccc(Cl)cc1Cl)C(=O)CCNC(=O)c1ccco1	-1.5
COc1cc(OC)cc(-c2c(-c3cccs3)c3cc(-c4cnc(N)nc4)ccc3n2C)c1	-0.4
C=CC(COCc1ccccc1)N(CC(=O)OC)S(=O)(=O)c1cc(Br)ccc1OC (stereo not drawn)	-1.9
O=C(NOCc1ccccc1)c1ccc([N+](=O)[O-])cc1	-0.6
C=CC[C@H](CC(=O)N(CCO)Cc1ccccc1)C(=O)NCCOC(=O)[C@@H](CC=C)CC(=O)OC(C)(C)C	0.7
C=CC[C@@H](CC(=O)NCCO)C(=O)N[C@H](C)COC(=O)[C@@H](CC=C)CC(=O)OC(C)(C)C	-1.5
COc1cc(OC)cc(-c2sc3ccc(OC)cc3c2C#CCO)c1	0.6
O=C(CCNS(=O)(=O)c1ccc(Br)cc1)NCC1CCCO1 (stereo not drawn)	-1.4
CC(C)Nc1nnc(SCC(=O)N2CCN(C(=O)c3ccco3)CC2)s1	-2.0
C/C(=N\NC(=O)c1ccccc1OCc1ccc(F)cc1)c1ccccn1	1.7
COCCn1c(C)cc(C(=O)CN2C(=O)NC3(CCCCCC3)C2=O)c1C	-1.2
O=C(NCCN1CCOCC1)c1ccc(S(=O)(=O)Nc2ccccc2)cc1	-1.5
O=S(=O)(N/N=C1\CCCc2ccccc21)c1ccccc1	1.8
Cc1ccc(S(=O)(=O)N2CCOCC2)cc1NC(=O)CSc1nnc2n1CCCCC2	-1.6
O=C(COC(=O)COc1ccc(Br)cc1)Nc1ccc2c(c1)OCCO2	-0.2
CCn1nnc2cc(C(=O)Nc3cc(Cl)ccc3C)ccc21	-1.0
Cc1ccc2c(c1)C(=O)C(=O)N2Cc1ccccc1	1.7
CC1CCCN(S(=O)(=O)c2cccc(C(=O)NCC3CCCO3)c2)C1 (stereo not drawn)	-0.1
COc1cccc(/C=N/NC(=O)c2cc(-c3ccccn3)nc3ccccc23)c1O	0.1
COC(=O)[C@]1(C)N[C@H](CN(C)C(=O)NC(C)C)[C@@H]2C(=O)N(Cc3ccccc3)C(=O)[C@@H]21	-0.7
COc1ccc(C(C)(C)C)cc1NC(=O)COC(=O)c1nc2nccc(C)n2n1	1.3
O=C(c1ccco1)N1CCN(C(=O)c2cn(-c3ccccc3)nc2-c2ccccc2)CC1	0.0
Cn1c(N)c(C(=O)CSc2nnc(C3CC3)n2-c2ccccc2)c(=O)n(C)c1=O	-0.6
CN(C(=O)c1cccc(NC(=O)C2CCN(C(=O)OC(C)(C)C)CC2)c1)C1CCCCC1	-0.9
CCOC(=O)Cc1cn(C(=O)OC(C)(C)C)c2ccccc12	-3.7
CC(C)(C)OC(=O)C[C@H]1C/C=C\C[C@@H](CC(=O)N[C@H](CO)Cc2ccccc2)C(=O)NCCOC1=O	-1.1
Cc1cc(SCC(=O)N2CCN(C(=O)c3ccco3)CC2)c(C)cc1Br	0.6
O=C(Cn1cnc2c(OCc3ccccc3)ncnc21)NCc1ccc2[nH]ccc2c1	0.4
CC(CCc1ccccc1)NC(=O)CCNS(=O)(=O)c1ccccc1C(F)(F)F (stereo not drawn)	-0.1
CN(C(=O)COC(=O)C1CCN(S(=O)(=O)c2ccc(Cl)cc2)CC1)C1CCS(=O)(=O)C1 (stereo not drawn)	-0.9
Cc1ccc(NC(=O)C(C)Sc2nnc3ccccn23)cc1 (stereo not drawn)	-1.8
Cc1ccc(C)c(C(=O)CCC(=O)OCn2nnc3ccccc3c2=O)c1	0.7
CCNS(=O)(=O)c1ccc(C(=O)OCC(=O)N2CCCc3ccccc32)cc1	-1.0
C=C[C@](C)(CC[C@@]1(C)C(C)CC(OC2OC(C)C(OC3OC(COC(C)=O)C(O)C(O)C3O)C(O)C2O)[C@@]2(C)C(C)=CCCC12)OC1OC(C)C(O[C@@H]2O[C@@H](C)C(O)C(O)[C@H]2O)C(O)C1O (stereo partly drawn)	1.8
COC(=O)c1c(-c2ccsc2)sc2ccc(-c3cc(OC)c(OC)c(OC)c3)cc12	-0.5
O=C(Cc1csc(-c2ccc(F)cc2)n1)Nc1cccc(S(=O)(=O)NC2=NCCC2)c1	0.1

7 structures already listed, arranged by molecular weight, highest first.
SMILES	STK33 inh
CC(C)(C)OC(=O)C[C@H]1C/C=C\C[C@@H](CC(=O)N[C@H](CO)Cc2ccccc2)C(=O)NCCOC1=O	-1.1
CN(C(=O)COC(=O)C1CCN(S(=O)(=O)c2ccc(Cl)cc2)CC1)C1CCS(=O)(=O)C1 (stereo not drawn)	-0.9
O=C(Cc1csc(-c2ccc(F)cc2)n1)Nc1cccc(S(=O)(=O)NC2=NCCC2)c1	0.1
COC(=O)c1c(-c2ccsc2)sc2ccc(-c3cc(OC)c(OC)c(OC)c3)cc12	-0.5
CCNS(=O)(=O)c1ccc(C(=O)OCC(=O)N2CCCc3ccccc32)cc1	-1.0
Cc1ccc(NC(=O)C(C)Sc2nnc3ccccn23)cc1 (stereo not drawn)	-1.8
CCOC(=O)Cc1cn(C(=O)OC(C)(C)C)c2ccccc12	-3.7

The listing continues.
SMILES	STK33 inh
COc1cc(OC)cc(C(=O)NCC(=O)N2CCCCCCC2)c1	-0.9
COc1ccc2c(c1)[C@H]1[C@H](CO2)[C@H](c2ccccc2)[C@]2(C)C(=O)Nc3cc(F)ccc3C(=O)N12	-0.8
CN(CCCC(=O)N1CCN(c2ncccn2)CC1)S(=O)(=O)c1ccc(F)cc1	-0.3
COc1cc(CC(=O)N2CCN(S(=O)(=O)c3ccc(C)cc3)CC2)cc(OC)c1OC	-2.3
Cc1cccc(C)c1NC(=O)CNC(=O)C1COc2ccccc2O1 (stereo not drawn)	0.7
CCN(CC)C(=O)c1cccc(NC(=O)c2cc(-c3ccccn3)nc3ccccc23)c1	-2.1
CCN(CC)S(=O)(=O)c1ccc(N2CC(C(=O)N3Cc4ccccc4CC3C(N)=O)CC2=O)cc1 (stereo not drawn)	-1.7
Cc1nc(SCC(=O)Nc2nccs2)c(C#N)c(C)c1C	-0.1
Cc1ccc(C(=O)NNC(=O)c2cccc(S(=O)(=O)N3CCOCC3)c2)cc1	11.5
CCOC(=O)[C@H]1[C@H]2COc3cc(OC)ccc3[C@@H]2N2C(=O)CN(CCc3c[nH]c4ccccc34)C(=O)[C@@]12C	0.2
Nc1c(N(Cc2ccco2)C(=O)c2ccc(Cl)cc2)c(=O)[nH]c(=O)n1Cc1ccccc1	1.8
C[C@@H]1CCC(=O)N(C[C@@H](C)CSc2ccc(Br)cc2)CC1	-2.2
COc1ccccc1S(=O)(=O)N1CCNC(=O)C1	-0.5
CCC(C)N(C(=O)CSc1nc(C)c(C)c(C)c1C#N)C1CCS(=O)(=O)C1 (stereo not drawn)	0.9
Cc1ccc(S(=O)(=O)N2CCN(C(=O)COC(=O)c3ccccc3Cl)CC2)c(C)c1	-0.6
COc1ccc(S(=O)(=O)N(C)C[C@H]2Oc3c(NC(=O)Nc4ccc(C(F)(F)F)cc4)cccc3C(=O)N([C@H](C)CO)C[C@@H]2C)cc1	-1.4
COc1cc(CC(=O)OCC(=O)NCc2cccs2)cc(OC)c1OC	-2.2
O=C(NN=Cc1c(F)cccc1F)c1ccccc1NS(=O)(=O)c1cccs1	-0.7
COC(=O)[C@]1(Cc2ccccc2)N[C@H](CN(C)S(=O)(=O)c2ccc(OC(F)(F)F)cc2)[C@@H]2C(=O)N(C)C(=O)[C@@H]21	0.1
COc1ccc(NC(=O)N(C)C[C@H]2Oc3ccc(NC(=O)Cc4ccccc4)cc3CC(=O)N([C@H](C)CO)C[C@H]2C)cc1	-0.3
O=C(c1ccc(-c2ccc([N+](=O)[O-])cc2)o1)N1CCN(S(=O)(=O)c2cccs2)CC1	-0.1
Cc1c(NC(=O)C(C)Sc2nccn2C)c(=O)n(-c2ccccc2)n1C (stereo not drawn)	-0.3
COc1ccc(OC)c(CN2CCN(c3ccc(S(=O)(=O)N4CCCC4)cn3)CC2)c1	-0.2
O=C(O)c1cccc(S(=O)(=O)Nc2ccc(Cc3ccncc3)cc2)c1	0.9
Cc1ccc(C(=O)CCC(=O)OCC(=O)NNC(=O)c2ccccc2Cl)cc1	0.3
Nc1cc(=O)[nH]c(SCC(=O)NCCC2=CCCCC2)n1	-1.5
CCn1c(=S)[nH]c2cc(S(=O)(=O)N3CCOCC3)ccc21	0.7
CCC(C)(C)C1CCC2(CC1)NC(=O)N(CC(=O)NCCCc1ccccc1)C2=O (stereo not drawn)	0.3
CCCCn1c(N)c(N(CCC(C)C)C(=O)c2ccc(C)o2)c(=O)[nH]c1=O	-0.8
O=C(CCN=C1NS(=O)(=O)c2ccccc21)Nc1ccc(F)cc1Cl	-0.9
CSCc1ccc(C(=O)OCc2nc3ccccc3s2)o1	-0.4
CCOc1ccc(NC(=O)c2ccc(NC(=O)c3ccc(NC(N)=O)cc3)cc2)cc1	-0.2
O=C(CN1C(=O)C2CC=CCC2C1=O)Nc1nnc(C2CC2)s1 (stereo not drawn)	0.5
CC(=O)c1cccc(S(=O)(=O)N2CCC(C(=O)Nc3cccc(C(=O)NC4CC4)c3)CC2)c1	0.0
Cc1ccc(C)c(NC(=O)CN(C)C(=O)c2cc(C3CC3)nn2-c2ccccc2)c1	-4.7
CC1CCC(NC(=O)C(C)N2C(=O)C3CCCCC3C2=O)CC1 (stereo not drawn)	0.0
COc1ccc(NC(=O)C2=CN3CCS(=O)(=O)N=C3C=C2)c(OC)c1	-1.7
CS(=O)(=O)c1cccc(NC(=O)CSc2nnc3n2CCCCC3)c1	-0.1
CCOc1ccccc1C(=O)NCC(=O)OCc1csc(CC(=O)Nc2ccc(C)cc2)n1	1.6
CC(C)[C@H](NC(=O)OCc1ccccc1)C(=O)OCC(=O)c1ccccc1	-1.4
N#Cc1ccc(OCC(=O)N2CCCC2=O)cc1	-0.1
COc1ccc(C(=O)O)cc1S(=O)(=O)N1CCN(Cc2ccc3c(c2)OCO3)CC1	-0.1
CCCCN(C(=O)c1ccc2c(c1)NC(=O)CS2)c1ccccc1	-2.7
CN(CCO)c1ccc(C=NNc2ccc([N+](=O)[O-])cc2S(=O)(=O)Nc2ccccc2C(=O)O)cc1	-2.3
COc1ccc(S(=O)(=O)N2CCCCC2)cc1NC(=O)[C@@H]1CCCN1C(=O)c1cccs1	-0.2
Cn1c(SCC(=O)Nc2ccc(N3CCOCC3)cc2)nnc1C1CC1	1.0
CN(CC(=O)Nc1ccccc1C(F)(F)F)C(=O)CSc1nnc(-c2ccncc2)n1C	7.3
CC(=O)c1cccc(S(=O)(=O)N2CCN(CCOc3ccccc3)CC2)c1	-0.5
CSCCC(NC(=O)c1ccc(C(C)(C)C)cc1)C(=O)OCC(=O)N1CCCC1=O (stereo not drawn)	-0.5
CC(=O)Nc1cccc(NC(=O)COc2ccc3c(c2)CCC3)c1	2.2
CC(=O)Nc1nc(-c2ccccc2)cc(-c2ccco2)c1C#N	-1.2
CC(=O)Nc1ccc(S(=O)(=O)NCC(=O)NNC(=O)COc2c(C)cccc2C)cc1	-0.2
COc1ccc(SC[C@H](C)CN2CC[C@H](C(C)(C)C)CCC2=O)cc1	0.9
CC(C)[C@]1(c2ccc(Cl)cc2)ON(c2ccccc2C(F)(F)F)C1=O	0.4
CC(=O)Nc1nc2cc(C(N)=O)ccc2s1	3.3
Cc1nnc(SCC(=O)Nc2ccc(OC(F)F)c(Cl)c2)n(N)c1=O	-0.1
CCn1nc(C(=O)NNC(=O)c2ccc(OC(F)F)cc2)c2ccccc2c1=O	-1.4
C=CCC[C@H](Cc1ccc(F)cc1)C(=O)OC[C@H](Cc1c[nH]c2ccccc12)NC(=O)[C@H](CC=C)CC(=O)N[C@H](CO)Cc1ccccc1	1.0
COc1ccc(NC(=O)CN2CCOCC2)cc1S(=O)(=O)N1CCCCC1	-1.0
Cc1ccc(S(=O)(=O)N2CCOCC2)cc1C(=O)N1CCN(c2ccc(C(F)(F)F)cn2)CC1	-0.6

Next section
SMILES	STK33 inh
Cc1cc(C)c(NC(=O)CN(C)C(C)C(=O)N2CCc3ccccc32)c(C)c1 (stereo not drawn)	-1.1
COc1ccc2[nH]cc(CCNC(=O)c3ccco3)c2c1	-1.1
CCN(C[C@H]1N[C@@](C)(C(=O)OC)[C@H]2C(=O)N(Cc3ccccc3)C(=O)[C@@H]12)C(=O)Nc1ccc(F)cc1	-1.0
O=C(NNC(=O)c1cc(S(=O)(=O)N2CCOCC2)c(Cl)cc1Cl)c1ccccc1F	0.8
CCc1nnc(NC(=O)Cc2ccc(S(=O)(=O)N3CCCCC3)cc2)s1	-0.5
CN(C(=O)c1ccc(NC(=O)Cc2cccc(NC(=O)C3CCCN(C(=O)C4CCC4)C3)c2)cc1)C1CCCC1 (stereo not drawn)	0.4
COc1cc(NC(=O)Cn2cnc3c(OCc4ccccc4)ncnc32)cc(OC)c1OC	-0.9
Cc1nnc(SCC(=O)N2CCN(c3ccccc3)CC2)n1C1CC1	-0.8
Cc1c(C(=O)NCc2ccco2)oc2c(F)cccc12	-0.6
CCOc1ccc(NC(=O)COC(=O)C2CC2C)cc1 (stereo not drawn)	-3.2
O=C(COC(=O)COc1ccccc1)NC1CCS(=O)(=O)C1 (stereo not drawn)	-0.2
COC(=O)C(Cc1c[nH]c2ccccc12)NC(=O)c1cccc(S(=O)(=O)N2CCCCC2)c1 (stereo not drawn)	-1.0
CCc1ccccc1NC(=O)CNC(=O)CSC(=S)N1CCCC1	0.0
COc1cc(C(=O)NNC(=O)c2ccc3c(c2)OCCO3)cc(OC)c1OC	0.0
Cc1ccc(S(=O)(=O)N2CCOCC2)cc1C(=O)Nc1cccc(C(=O)NC2CC2)c1	0.5

Six entries drawn at random from the list so far:
SMILES	STK33 inh
CN(C(=O)c1ccc(NC(=O)Cc2cccc(NC(=O)C3CCCN(C(=O)C4CCC4)C3)c2)cc1)C1CCCC1 (stereo not drawn)	0.4
COc1ccc(NC(=O)CN2CCOCC2)cc1S(=O)(=O)N1CCCCC1	-1.0
CN(CCCC(=O)N1CCN(c2ncccn2)CC1)S(=O)(=O)c1ccc(F)cc1	-0.3
Cc1ccc(S(=O)(=O)N2CCOCC2)cc1C(=O)Nc1cccc(C(=O)NC2CC2)c1	0.5
Cc1nc(SCC(=O)Nc2nccs2)c(C#N)c(C)c1C	-0.1
COCCn1c(C)cc(C(=O)CN2C(=O)NC3(CCCCCC3)C2=O)c1C	-1.2
